Screens: PubChem BioAssay, National Center for Advancing Translational Sciences (NCATS)
Tau fibril FP – qHTS for Inhibitors of Tau Fibril Formation, Fluorescence Polarization | Microtubule-associated protein tau (Homo sapiens), P10636 | K18 P301L tau heparin fibrillization, Alexa594 FP, 6 h | Potency, µM (highest dose often 57.7 µM), without a hit: at the highest dose activity, negative = inhibition, hits mostly inhibitors | actives 0.39% (n = 280,000) | AID 1468, 2008; also: % is scaled to controls: 0 for no effect and ±100 for the full control effect; nearly all actives have a fitted effect of over 55% in size
Target sequence (P10636 561-689 P618L limits assumed): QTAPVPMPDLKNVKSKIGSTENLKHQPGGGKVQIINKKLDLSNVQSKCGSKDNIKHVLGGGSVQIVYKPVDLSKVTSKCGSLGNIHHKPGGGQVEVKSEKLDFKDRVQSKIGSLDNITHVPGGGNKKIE
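FP of Alexa 594-tau after heparin (20 uM) induction. Substrate: human K18 P301L, 15 uM unlabeled, 0.24 uM labeled. Buffer 100 mM sodium acetate pH 7. 6 hr, 37 C.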
HttQ103 aggreg – qHTS Multiplex Assay to Identify Dual Action Probes in a Cell Model of Huntington: Aggregate Formation (GFP); PC12 HttQ103-GFP aggregates, Acumen cytometry, 40 h; Potency, µM (highest dose often 46.1 µM), for inactives: at the top dose activity change, negative = inhibition, most hits filed as inhibitors; actives 1.1% (n = 220,000); also: % is scaled to controls: 0 for no effect and ±100 for the full control effect; nearly all actives have a fitted effect of over 60% in size
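PC12 cells with ecdysone-inducible HTT exon1 Q103-GFP, induced by 100 nM tebufenozide, given compounds in a concentration series. GFP aggregates (1–25 um, 6 SD above background) counted in lysates by laser-scanning cytometry, 488 nm excitation.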
JMJD2E inh – qHTS Assay for Inhibitors of Human Jumonji Domain Containing 2E (JMJD2E); AID 2147, 2009; Potency, µM (top dose mostly 57.1 µM), without a hit: top-dose activity change, negative = inhibition, hits mostly inhibitors; actives 1.6% (n = 230,000); JMJD2E catalytic domain, FDH-coupled NADH fluorescence (FDH is formaldehyde dehydrogenase); Lysine-specific demethylase 4E (Homo sapiens), B2RXH2; active = well fitted inhibition curve with a large enough effect, not every such curve was filed as active; inconclusive = small, poorly fitted or top-dose-only effect, or another doubt; inactive = no such curve, though single readings can be large or run the other way;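 also: 0% = wells with enzyme and -100% = buffer wells without enzyme; nearly all actives have a fitted effect of over 50% in size; many of its hits are not listed in these tables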
Target sequence (B2RXH2 1-337 limits assumed): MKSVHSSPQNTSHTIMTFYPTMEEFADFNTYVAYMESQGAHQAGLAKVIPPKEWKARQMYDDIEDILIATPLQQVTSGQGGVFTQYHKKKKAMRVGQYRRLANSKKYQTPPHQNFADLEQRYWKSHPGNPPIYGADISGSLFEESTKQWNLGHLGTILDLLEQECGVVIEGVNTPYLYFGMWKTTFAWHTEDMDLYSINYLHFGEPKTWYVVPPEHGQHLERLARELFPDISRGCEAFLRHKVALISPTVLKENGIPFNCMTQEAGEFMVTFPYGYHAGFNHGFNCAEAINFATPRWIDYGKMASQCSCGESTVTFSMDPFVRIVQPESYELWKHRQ
HTT cytoprotect – qHTS Multiplex Assay to Identify Dual Action Probes in a Cell Model of Huntington: Cytoprotection (ATP); PC12 HTT-Q103 induced, cytoprotection, ATP luminescence, 40 h; Potency, µM (top dose mostly 56.4 µM), without a hit: cytoprotection (ATP increase), actives largely listed as activators; actives 0.14% (n = 230,000); AID 1471, 2008;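 also: % of control where 0% means no effect; nearly all actives have a fitted effect of over 45% in size; toxic huntingtin expression switched on by the ecdysone agonist tebufenozide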
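ATP quantification (ATPlite) reports survival of PC12 cells in which tebufenozide, 100 nM final, switches on Htt exon 1 with 103 glutamines linked to GFP; compounds are titrated.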
Tau ThT inhib – qHTS for Inhibitors of Tau Fibril Formation, Thioflavin T Binding; Microtubule-associated protein tau (Homo sapiens), P10636; recombinant tau K18 P301L, heparin-induced fibrillization, ThT fluorescence; Potency, µM (highest dose often 57.4 µM), for the others: at the top dose activity, negative = inhibition, actives largely listed as inhibitors; actives 2.1% (n = 270,000); AID 1460, 2008; also: % is scaled to controls: 0 for no effect and ±100 for the full control effect; nearly all actives have a fitted effect of over 55% in size
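Fibril formation assay: tau K18 P301L at 15 uM with trace Alexa 594 label, heparin inducer 20 uM, pH 7 sodium acetate buffer, 37 C for 6 hr; endpoint ThT signal.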
Tau fluor counter – Counterscreen qHTS for Inhibitors of Tau Fibril Formation, Fluorescence Polarization | tau K18 P301L Alexa594 fluorescence, heparin fibrillization | Potency, µM (series often up to 57.7 µM), for inactives: top-dose activity change, negative = decrease | actives 0.93% (n = 280,000); also: % is scaled to controls: 0 for no effect and ±100 for the full control effect; nearly all actives have a fitted effect of over 55% in size
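Human tau K18 P301L (15 uM unlabeled, 0.24 uM Alexa 594-labeled) in 100 mM sodium acetate pH 7 with 20 uM heparin, 6 hr at 37 C. ThT 30 uM added, 1 hr ambient; Alexa 594 FP and total fluorescence read at 555/632 nm.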
ALDH1A1 inh – qHTS Assay for Inhibitors of Aldehyde Dehydrogenase 1 (ALDH1A1); Aldehyde dehydrogenase 1A1 (Homo sapiens), P00352; Purified ALDH1A1, NADH fluorescence, propionaldehyde substrate; Potency, µM (doses to about 75.3 µM), inactives show at the highest dose activity, negative = inhibition, hits mostly inhibitors; actives 7.3% (n = 220,000); active = well fitted inhibition curve with a large enough effect, not every such curve was filed as active; inconclusive = small, poorly fitted or top-dose-only effect, or another doubt; inactive = no such curve, though single readings can be large or run the other way;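 also: plate controls were no enzyme wells and a reference inhibitor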
Target sequence (P00352 whole entry, looked up): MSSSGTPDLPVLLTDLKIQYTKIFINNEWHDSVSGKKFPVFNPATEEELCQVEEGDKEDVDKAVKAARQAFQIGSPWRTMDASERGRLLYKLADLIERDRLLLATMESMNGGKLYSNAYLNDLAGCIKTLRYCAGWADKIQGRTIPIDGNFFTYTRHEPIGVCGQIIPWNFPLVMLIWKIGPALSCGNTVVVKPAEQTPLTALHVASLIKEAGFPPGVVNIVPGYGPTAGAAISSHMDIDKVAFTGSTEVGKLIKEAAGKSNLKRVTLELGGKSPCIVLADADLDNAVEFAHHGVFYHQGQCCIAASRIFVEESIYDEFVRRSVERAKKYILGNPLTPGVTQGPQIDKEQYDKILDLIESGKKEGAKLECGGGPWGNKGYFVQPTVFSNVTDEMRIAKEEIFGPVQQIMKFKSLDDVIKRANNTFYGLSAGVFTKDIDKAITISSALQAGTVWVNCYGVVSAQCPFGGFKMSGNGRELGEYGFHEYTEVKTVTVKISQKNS
SMN2 splice enh – qHTS Assay for Enhancers of SMN2 Splice Variant Expression; actives 2.8% (n = 210,000); HEK293 SMN2-luciferase splicing reporter, luminescence, 30-36 h; Potency, µM (titrated, usually from 46.1 µM), for inactives: at the highest dose activity change, positive = activation, actives largely listed as activators; also: % of control where 0% means no effect; nearly all actives have a fitted effect of over 55% in size
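HEK293 cells carry an SMN2 minigene-luciferase reporter in which exon 7 inclusion puts luciferase in frame. Cells were seeded at 2000 cells/well, attached for 10-12 hours, then exposed to compounds for 30-36 hours at 37C before ONE-Glo luminescence.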
* = called active by the depositor; ? = inconclusive; . = not tested or not shown; [ ] = remark or other dose. Unless noted, calls follow the shape of the dose curve; as a rule, active = well fitted curve in the direction sought with a large enough effect; inconclusive = small, poorly fitted or top-dose-only effect, or another doubt; inactive = no such curve, though single readings can be large; an effect the other way counts as inactive or inconclusive. Potency is read from the fitted curve at half-maximal effect. Some of the compounds tested, so the mix of outcomes need not match the whole.

| Molecule | Tau fibril FP | HttQ103 aggreg | JMJD2E inh | HTT cytoprotect | Tau ThT inhib | Tau fluor counter | ALDH1A1 inh | SMN2 splice enh |
| --- | --- | --- | --- | --- | --- | --- | --- | --- |
| Cc1ccc(-c2nnc(Nc3ccccc3)c3ccccc23)cc1S(=O)(=O)NCC1CCCO1 (stereo not given) | -3% | 16% | ? | -32% | -2% | ? | -4% | 16% |
| Cc1cc(NC(=O)CCNS(=O)(=O)c2cccc3nsnc23)ccc1Br | ? | . | . | . | ? | ? | . | -26% |
| COC(=O)[C@H](C)NC(=O)/C=C/c1ccc(OC)cc1 | -7% | 13% | 5% | 4%[10 µM] | -1% | 1% | -14% | 4% |
| Cc1ccccc1C(=O)N1CCN(c2ccc(NC(=S)NC(=O)c3cccs3)cc2)CC1 | 3% | -15% | 1% | -28% | 7% | 5% | 3% | -68%[inhibitor] |
| CNc1ccccc1C(=O)OCC(C)=O | -8%[11.6 µM] | -13% | ? | -1%[10 µM] | -4%[11.5 µM] | -4%[11.6 µM] | -5%[13.5 µM] | 0% |
| CN(C)CCNC(=O)CNC(=S)N(Cc1ccccc1)Cc1ccccc1F | 7% | 4% | 5% | 5%[10 µM] | 5% | 4% | ? | -23% |
| C=CCNC(=S)NNc1nc2c(c(=O)[nH]1)C1(CCCC1)Cc1ccccc1-2 | -6% | -9% | ? | 5%[10 µM] | -8% | ? | 3.5µM* | 13% |
| CN(C)S(=O)(=O)c1ccc(C(=O)NCCSc2c(-c3ccc(Cl)cc3)[nH]c3ccccc23)cc1 | -15% | . | . | . | -12% | 14µM*[quencher] | . | -10% |
| CC(C)(C)NC(=O)NC(=O)CSc1nncs1 | -3% | -12% | 9% | -2% | -8% | -3% | -2% | 7% |
| COc1cc(C(=O)Nc2sc(C)c(C)c2C(=O)O)cc(OC)c1OC | 9% | 21%[9.22 µM] | -3% | -15%[10 µM] | 7% | -1% | ? | . |
| COc1cccc(/C=N/Nc2ccc(C(=O)O)cc2)c1O | -3% | 31% | -20% | -125%[inhibitor] | ? | -17% | 11% | -82%[inhibitor] |
| O=C(Nc1ccc2c(c1)OCO2)C1CCN(C(=O)c2ccc(Cl)cc2)CC1 | 5% | 8%[9.22 µM] | -2% | 3%[10 µM] | 0% | -10% | 2% | . |
| CCN(CC)C(=O)CSc1nnc(-c2ccco2)n1Cc1ccco1 | 0% | -18% | 6% | 3% | -12% | 1% | ? | -14% |
| CCOC(=O)c1ccc(NC(=O)NCc2ccncc2)cc1 | 3% | -8% | -3% | -9% | -1% | -6% | -9% | -7% |
| O=C(NC(=S)Nc1ccc(N2CCOCC2)cc1)c1cccs1 | 0% | 32%[9.22 µM] | 11% | 22%[10 µM] | ? | ? | ? | . |
| CCCN(CC1CC1)C(=O)CSc1ncnc2sc(C)c(C)c12 | 6% | -36% | -9% | 3% | -11% | 0% | -13% | -29% |
| O=C(C1CCN(c2ncnc3c2sc2cccc(F)c23)CC1)N1CCOCC1 | 6% | ? | ? | -27% | -18% | -11% | 2% | -16% |
| CC(=O)Oc1cc2c(C(=O)NCc3ccncc3)c(C)oc2c2ccccc12 | 5% | -9%[9.22 µM] | -5% | -11%[10 µM] | ? | -16% | . | . |
| CO[C@H]1C[C@@H]2C[C@H](O)C[C@@H](CC(=O)O[C@@H](/C=C\CC(C)C)C[C@@H]3CC[C@H](C)[C@@H](C1)O3)O2 | -8%[11.6 µM] | . | . | ? | -10%[11.5 µM] | -15%[11.6 µM] | 8%[13.5 µM] | . |
| O=C(Oc1ccc(-c2csnn2)cc1)c1cccs1 | -6% | -13%[9.22 µM] | -4% | -6%[10 µM] | -18% | -14% | 3% | . |
| O=C(c1cc(Cl)c(=O)n(Cc2ccccc2)c1)N1CCOCC1 | -1% | 2% | -3% | -2% | 0% | 0% | ? | 20% |
| CC(CCc1ccccc1)NC(=O)C(=O)NCCc1ccccc1 (stereo not given) | 6% | -15% | 3% | -5%[0.074 µM] | 16% | 14% | 7% | 3% |
| CC(C)n1c(=O)[nH]c2cc(C(=O)Nc3ccccc3)ccc21 | -12%[2.34 µM] | 1%[9.22 µM] | 1% | 10%[10 µM] | 1% | 6% | 7% | . |
| O=C(Nc1cccc(F)c1)c1ccc(S(=O)(=O)N2CCOCC2)cc1 | -3% | -19% | 5% | 3% | -2% | -7% | 21% | -22% |
| Cc1cc(NC(=O)CSc2nc3ccccc3s2)no1 | -8% | -3% | -1% | 5% | -6% | -10% | 2% | -13% |
| S=C1NCN(Cc2ccco2)CN1c1ccccc1 | -11% | 2%[9.22 µM] | 2% | 24%[10 µM] | -6% | -11% | . | . |
| COc1ccc(-c2noc(CCC(=O)NCCN3CCN(c4ccccc4F)CC3)n2)cc1 | 10% | -32% | 4% | 5% | -19% | -16% | -3% | -55%[inhibitor] |
| Cc1nn(CC(=O)Nc2c(C)n(C)n(-c3ccccc3)c2=O)c(C)c1[N+](=O)[O-] | 4% | ? | 17% | . | 9% | 15% | 11% | 17% |
| COc1cnn(-c2ccccc2)c(=O)c1OC | 1% | -6%[9.22 µM] | -25% | 18%[10 µM] | 3% | 13% | . | . |
| COc1ccc(NC(=O)CSc2nc3ncccc3[nH]2)cc1OC | 10% | -5% | -7% | 0% | -13% | -6% | 8% | -5% |
| CCCc1cc(=O)[nH]c(Nc2cc(C)ccc2OC)n1 | 1% | . | . | . | -6% | -21% | . | 5% |
| O=C(NC(=S)Nc1ccccc1Cl)c1cnn2c(C(F)(F)F)cc(C(F)(F)F)nc12 | 8% | 13%[9.22 µM] | 3% | 7%[10 µM] | -13% | -11% | -2% | . |
| CCCN1C(C(=O)c2ccccc2)=C(OC(=O)c2ccc(F)cc2)c2ccccc2S1(=O)=O | 1% | . | . | . | ? | -11% | . | -62%[inhibitor] |
| O=S(=O)(Nc1ccc2c(c1)OCCO2)c1cccs1 | -14% | -13% | 2% | -20%[0.074 µM] | 0% | -4% | -4% | 1% |
| CCn1c(=O)c2cc(C(=O)NC(C)C)sc2c2ccccc21 | 1% | 9%[9.22 µM] | ? | -2%[10 µM] | -10% | 1% | . | . |
| C/C(Cc1ccccc1)=N\NC(=O)CNC(=O)/C=C\c1ccccc1 | -11% | 16%[9.22 µM] | 29% | -1%[10 µM] | ? | -16% | . | . |

Single records, from the list above:
COc1ccc(-c2noc(CCC(=O)NCCN3CCN(c4ccccc4F)CC3)n2)cc1 as listed: Tau fibril FP = 10%; HttQ103 aggreg = -32%; JMJD2E inh = 4%; HTT cytoprotect = 5%; Tau ThT inhib = -19%; Tau fluor counter = -16%; ALDH1A1 inh = -3%; SMN2 splice enh = -55%[inhibitor]
O=S(=O)(Nc1ccc2c(c1)OCCO2)c1cccs1 as listed: Tau fibril FP = -14%; HttQ103 aggreg = -13%; JMJD2E inh = 2%; HTT cytoprotect = -20%[0.074 µM]; Tau ThT inhib = 0%; Tau fluor counter = -4%; ALDH1A1 inh = -4%; SMN2 splice enh = 1%
Cc1nn(CC(=O)Nc2c(C)n(C)n(-c3ccccc3)c2=O)c(C)c1[N+](=O)[O-] as listed: Tau fibril FP = 4%; HttQ103 aggreg = ?; JMJD2E inh = 17%; HTT cytoprotect = .; Tau ThT inhib = 9%; Tau fluor counter = 15%; ALDH1A1 inh = 11%; SMN2 splice enh = 17%

Continuation:
Below each SMILES – Tau fibril FP	HttQ103 aggreg	JMJD2E inh	HTT cytoprotect	Tau ThT inhib	Tau fluor counter	ALDH1A1 inh	SMN2 splice enh
> C=CCNc1nc(C(=O)OCC)nc2ccccc12
→ -13%	0%	-21%	-31%[inhibitor]	-1%	-2%	8%	17%
> N=c1c(C(=O)NCc2ccco2)cc2c(=O)n3ccccc3nc2n1Cc1ccccc1
→ -4%	?	?	-3%	-19%	-15%	?	?
> Cc1cc(C(C)(C)CC(C)(C)C)ccc1OCCOCC[N+](C)(C)Cc1ccccc1
→ -10%	.	-5%	?	?	-14%	-15%[20.9 µM]	-64%[inhibitor]
> O=C(O)c1ccc(NS(=O)(=O)c2cc(Cl)ccc2Cl)cc1O
→ -1%	1%	-7%	-6%[0.074 µM]	1%	4%	0%	2%
> CNc1nc(C)c(C(=O)c2ccc(Cl)cc2)s1
→ -6%	-32%	0%	-6%	-1%	-11%	31%[activator]	7%
> Cc1ccc(S(=O)(=O)Oc2ccccc2/C=C2/SC(=O)NC2=O)cc1
→ 1%	10%[9.22 µM]	-14%	16%[10 µM]	-1%	-2%	.	.
> CC(=O)c1ccc(C#CC(C)(C)O)s1
→ -5%	6%	-6%	1%[10 µM]	-14%	-6%	-10%	-14%
> COC(=O)CSC1=C(C#N)C(c2cccc(F)c2)CC(=O)N1 (stereo not given)
→ -8%	-20%	-7%	1%	?	-7%	8%	4%
> O=C(OC(C(=O)NCc1cccs1)c1ccc(F)cc1)c1ccco1 (stereo not given)
→ 1%	-5%	3%	13%	-5%	-7%	-4%	14%
> O=C(COC(=O)c1ccc(Cl)nc1)NCc1ccc2c(c1)OCO2
→ 5%	26%	-2%	12%[10 µM]	-8%	-3%	0%	-3%
> O=C(C[n+]1cccc(CO)c1)Nc1nc2ccccc2s1
→ 8%	20%[9.22 µM]	10µM*	22%[10 µM]	-9%	-2%	-11%	.
